NSD2 inh = inhibitors of human NSD2, primary screen, biochemical, plate reader, single point; inhibition, % at 12.5 µM; 44,000 compounds, 0.07% hits; NSD2-SET H3K36me1 DELFIA fluorescence; Histone-lysine N-methyltransferase NSD2 (Homo sapiens), O96028; in the data active means inhibition above about 54%, passing the limit was not always enough;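 further: inhibitors reduce the monomethyl H3K36 fluorescence signal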
Target sequence (O96028 whole entry, looked up): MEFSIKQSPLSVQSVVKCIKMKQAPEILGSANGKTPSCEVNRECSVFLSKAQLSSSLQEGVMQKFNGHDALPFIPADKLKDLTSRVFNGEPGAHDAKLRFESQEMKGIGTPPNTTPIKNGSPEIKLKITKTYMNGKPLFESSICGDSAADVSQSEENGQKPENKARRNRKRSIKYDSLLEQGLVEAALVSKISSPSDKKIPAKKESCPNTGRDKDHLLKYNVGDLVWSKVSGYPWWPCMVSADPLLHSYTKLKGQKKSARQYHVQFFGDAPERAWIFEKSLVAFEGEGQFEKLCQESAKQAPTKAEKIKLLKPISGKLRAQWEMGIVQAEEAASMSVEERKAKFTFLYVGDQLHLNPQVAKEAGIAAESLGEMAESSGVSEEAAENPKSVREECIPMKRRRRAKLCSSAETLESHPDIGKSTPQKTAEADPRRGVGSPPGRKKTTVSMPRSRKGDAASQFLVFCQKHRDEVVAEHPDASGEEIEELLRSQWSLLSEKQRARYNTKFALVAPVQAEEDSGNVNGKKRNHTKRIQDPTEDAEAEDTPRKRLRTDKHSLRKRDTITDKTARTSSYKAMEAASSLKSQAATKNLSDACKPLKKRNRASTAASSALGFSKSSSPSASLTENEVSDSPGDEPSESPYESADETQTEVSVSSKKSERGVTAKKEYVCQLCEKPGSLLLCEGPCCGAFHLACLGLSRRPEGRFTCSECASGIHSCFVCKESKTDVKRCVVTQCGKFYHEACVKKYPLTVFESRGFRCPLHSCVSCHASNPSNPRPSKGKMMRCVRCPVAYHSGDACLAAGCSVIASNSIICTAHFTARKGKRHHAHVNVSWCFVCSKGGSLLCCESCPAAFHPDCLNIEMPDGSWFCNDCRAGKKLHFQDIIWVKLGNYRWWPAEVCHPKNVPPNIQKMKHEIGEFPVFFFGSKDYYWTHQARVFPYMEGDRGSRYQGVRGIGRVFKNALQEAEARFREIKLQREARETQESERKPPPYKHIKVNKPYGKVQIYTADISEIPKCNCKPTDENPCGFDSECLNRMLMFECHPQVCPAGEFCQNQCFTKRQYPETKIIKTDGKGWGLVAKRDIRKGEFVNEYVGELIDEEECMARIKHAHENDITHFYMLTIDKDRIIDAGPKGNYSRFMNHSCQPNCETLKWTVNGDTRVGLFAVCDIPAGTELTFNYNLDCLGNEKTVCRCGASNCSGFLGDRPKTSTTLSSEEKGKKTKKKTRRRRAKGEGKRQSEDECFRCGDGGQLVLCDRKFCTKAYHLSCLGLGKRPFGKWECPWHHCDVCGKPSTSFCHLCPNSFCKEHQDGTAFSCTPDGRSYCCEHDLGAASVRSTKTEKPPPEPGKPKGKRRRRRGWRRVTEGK
An asterisk follows results filed as active; i = inactive; & = joins results of further samples. Not all compounds are listed; rates above refer to the full screens.

item | structure | NSD2 inh
1 | Cc1ccccc1-c1ccc2c(c1)O[C@H](CN(C)CC1CC1)[C@H](C)CN([C@@H](C)CO)S2(=O)=O | 1
2 | Cc1noc(C)c1NC(=O)N(C)C[C@@H]1Oc2c(NC(=O)NC3CCCCC3)cccc2C(=O)N([C@H](C)CO)C[C@@H]1C | -2
3 | C[C@H]1CN([C@@H](C)CO)C(=O)CCCn2cc(nn2)CO[C@@H]1CN(C)S(=O)(=O)c1ccccc1C#N | 2
4 | Cc1ccc(S(=O)(=O)N(C)C[C@@H]2Oc3cc(Br)ccc3S(=O)(=O)N([C@H](C)CO)C[C@H]2C)cc1 | -7
5 | COc1cc(C)c(C(=O)Oc2cc(C)c(C(=O)Oc3cc(C)c(C(=O)NC(C)C(=O)O)c(O)c3)c(O[C@@H]3O[C@H](CO)[C@@H](O)[C@H](O)[C@H]3OC(C)=O)c2)c(OC)c1 (stereo partly drawn) | -3
6 | COc1ccc(-c2coc3cc(O[C@@H]4O[C@H](CO)[C@@H](O)[C@H](O)[C@H]4O)cc(O)c3c2=O)cc1 | -4
7 | Cc1ccccc1-c1cnc2c(c1)C(=O)N([C@@H](C)CO)C[C@@H](C)[C@@H](CN(C)Cc1ccncc1)O2 | 1
8 | C[C@H]1CN([C@@H](C)CO)C(=O)CCCn2cc(nn2)CO[C@@H]1CN(C)C(=O)c1ccc2ccn(C)c2c1 | -2
9 | C[C@@H]1O[C@@H](O[C@H]2[C@H](OC(=O)[C@]34CCC(C)(C)C[C@H]3C3=CCC5[C@@]6(C)C[C@H](O)[C@H](O[C@@H]7O[C@H](C(=O)O)[C@@H](O)[C@H](O)[C@H]7O)[C@@](C)(CO)C6[C@H](O)C[C@@]5(C)[C@]3(C)C[C@H]4O)O[C@@H](CO)[C@@H]2O)[C@H](O)[C@H](O)[C@H]1O[C@@H]1OC[C@@H](O)[C@H](O[C@H]2OC[C@](O)(CO)[C@H]2O)[C@H]1O (stereo partly drawn) | 3
10 | Cc1noc(C)c1NC(=O)N(C)C[C@@H]1Oc2ccc(NC(=O)Nc3ccc4c(c3)OCO4)cc2CC(=O)N([C@@H](C)CO)C[C@H]1C | 4
11 | O=C(CCCCCCC(=O)Nc1ccccc1O)N/N=C/c1cccc(O)c1O | -2
12 | O=C(C[C@H]1C[C@H]2c3cc(NC(=O)c4cccnc4)ccc3O[C@H]2[C@@H](CO)O1)NCC1CC1 | 2
13 | C[C@@H]1CCCCO[C@@H](CN(C)S(=O)(=O)c2ccccc2)[C@H](C)CN([C@H](C)CO)C(=O)c2cc(NS(=O)(=O)c3cccs3)ccc2O1 | 3
14 | CC(C)NC(=O)Nc1cccc2c1O[C@@H](CN(C)S(=O)(=O)c1cn(C)cn1)[C@@H](C)CN([C@H](C)CO)C2=O | 5
15 | C[C@@H]1CN([C@@H](C)CO)S(=O)(=O)c2ccc(C#CC3CCCC3)cc2O[C@@H]1CN(C)C(=O)Cc1ccncc1 | 0
16 | Cc1noc(C)c1NC(=O)N(C)C[C@H]1Oc2c(NS(=O)(=O)c3ccccc3)cccc2C(=O)N([C@H](C)CO)C[C@@H]1C | 1
17 | COc1cccc(NC(=O)N(C)C[C@@H]2Oc3cc(/C=C/c4ccccc4)ccc3S(=O)(=O)N([C@H](C)CO)C[C@H]2C)c1 | -3
18 | C[C@H](CO)N1C[C@H](C)[C@@H](CN(C)C(=O)Nc2ccc3c(c2)OCO3)Oc2ccc(NC(=O)CCCCCC(=O)Nc3ccccc3N)cc2CC1=O | 18
19 | C[C@@H]1CCCCO[C@H](CN(C)C(=O)Nc2ccc3c(c2)OCO3)[C@@H](C)CN([C@H](C)CO)C(=O)c2cc(NS(C)(=O)=O)ccc2O1 | 1
20 | O=C(C[C@H]1C=C[C@@H](NC(=O)CCN2CCCCC2)[C@@H](CO)O1)Nc1ccc(-c2ccccc2)cc1 | -4
21 | COc1ccccc1NC(=O)N[C@@H]1C=C[C@@H](CC(=O)N[C@H](C)c2ccccc2)O[C@H]1CO | 2
22 | C[C@@H]1CN([C@@H](C)CO)C(=O)CCCn2cc(nn2)CO[C@H]1CN(C)Cc1cccc(C(F)(F)F)c1 | 1
23 | Cc1ccccc1-c1ccc2c(c1)O[C@@H](CN(C)C)[C@H](C)CN([C@H](C)CO)S2(=O)=O | 0
24 | C[C@@H]1CN([C@H](C)CO)C(=O)c2cccc(NS(C)(=O)=O)c2O[C@H]1CN(C)Cc1ccc(-c2ccccc2)cc1 | -5
25 | C[C@@H]1CCCCO[C@@H](CN(C)Cc2ccc(C(F)(F)F)cc2)[C@H](C)CN([C@H](C)CO)C(=O)c2cc(NC(=O)c3ccccc3)ccc2O1 | i
26 | C[C@H]1CCCCO[C@H](CN(C)S(=O)(=O)c2ccccc2)[C@@H](C)CN([C@@H](C)CO)C(=O)c2cc(NC(=O)NC3CCCCC3)ccc2O1 | -1
27 | COC(=O)c1sc(C(C)(C)C)cc1CS(=O)(=O)c1cc(C)c(Cl)cc1C | 8
28 | C[C@H](CO)N1C[C@H](C)[C@@H](CN(C)C(=O)CN2CCOCC2)Oc2ncc(/C=C/c3ccccc3)cc2C1=O | -4
29 | C[C@@H]1CN([C@@H](C)CO)C(=O)c2cc(NS(=O)(=O)c3ccc(F)cc3)ccc2O[C@@H](C)CCCCO[C@@H]1CN(C)Cc1ccc2c(c1)OCO2 | -8
30 | C[C@@H]1CN([C@@H](C)CO)C(=O)c2cc(NC(=O)CCC(F)(F)F)ccc2O[C@H]1CN(C)C(=O)Nc1ccc(C(F)(F)F)cc1 | 4
31 | C[C@@H]1CCCCO[C@@H](CN(C)S(=O)(=O)c2ccccc2)[C@@H](C)CN([C@@H](C)CO)C(=O)c2cc(NC(=O)c3ccncc3)ccc2O1 | -1
32 | C[C@@H]1CCCCO[C@H](CN(C)Cc2ccc(C(F)(F)F)cc2)[C@@H](C)CN([C@H](C)CO)C(=O)c2cc(NS(=O)(=O)c3ccccc3)ccc2O1 | -3
33 | C[C@@H]1CN([C@@H](C)CO)C(=O)Cc2cc(NC(=O)Nc3ccc(C(F)(F)F)cc3)ccc2O[C@H]1CN(C)C(=O)Nc1cccc2ccccc12 | 3
34 | C[C@H](O)C#Cc1cnc2c(c1)C(=O)N([C@@H](C)CO)C[C@@H](C)[C@H](CN(C)C(=O)CC1CC1)O2 | 2
35 | C[C@@H]1CN([C@@H](C)CO)C(=O)c2cc(-c3cncnc3)cnc2O[C@@H]1CN(C)CC1CCOCC1 | 1
36 | C/C=C/c1ccc2c(c1)O[C@@H](CN(C)C(=O)Cc1ccncc1)[C@@H](C)CN([C@@H](C)CO)S2(=O)=O | -5
37 | COc1ccc(S(=O)(=O)Nc2ccc3c(c2)C(=O)N([C@H](C)CO)C[C@@H](C)[C@@H](CN(C)Cc2ccc(Oc4ccccc4)cc2)O3)cc1 | -7
38 | CC(C)NC(=O)Nc1ccc2c(c1)C(=O)N([C@@H](C)CO)C[C@H](C)[C@@H](CN(C)C)OCCCC[C@H](C)O2 | -11
39 | CC(C)NC(=O)N(C)C[C@H]1Oc2ccc(NC(=O)C3CCCCC3)cc2CC(=O)N([C@H](C)CO)C[C@@H]1C | 0
40 | CC1(O)CC(=O)c2c(ccc3c2C(=O)c2cccc(O)c2C3=O)C1 (stereo not drawn) | -4
41 | C[C@H](CO)N1C[C@H](C)[C@H](CN(C)S(=O)(=O)c2cccs2)OCCCC[C@H](C)Oc2ccc(NC(=O)Nc3ccc(F)cc3)cc2C1=O | -1
42 | C[C@H](CO)N1C[C@H](C)[C@H](CN(C)S(C)(=O)=O)Oc2ccc(NC(=O)Nc3ccccc3)cc2CC1=O | 3
43 | C[C@H]1CCCCO[C@@H](CN(C)C(=O)Nc2ccc(C(F)(F)F)cc2)[C@@H](C)CN([C@@H](C)CO)C(=O)c2cc(NS(=O)(=O)c3cccs3)ccc2O1 | -7
44 | O=C(O)C[C@H]1C[C@H]2c3cc(NC(=O)NC4CCCC4)ccc3O[C@H]2[C@@H](CO)O1 | 4
45 | C[C@H](CO)N1C[C@H](C)[C@@H](CN(C)C(=O)c2ccccc2)OCCCC[C@H](C)Oc2ccc(NS(=O)(=O)c3cn(C)cn3)cc2C1=O | 0
46 | Cc1noc(C)c1NC(=O)N(C)C[C@H]1Oc2c(NC(=O)Nc3cccc4ccccc34)cccc2C(=O)N([C@@H](C)CO)C[C@@H]1C | -2
47 | COc1ccc(NC(=O)Nc2ccc3c(c2)CC(=O)N([C@@H](C)CO)C[C@@H](C)[C@H](CN(C)C)O3)cc1 | 25
48 | Cc1ccc(S(=O)(=O)N(C)C[C@@H]2Oc3cc(-c4cccc(F)c4)ccc3S(=O)(=O)N([C@@H](C)CO)C[C@@H]2C)cc1 | 19
49 | C[C@@H]1CN([C@@H](C)CO)C(=O)Cc2cc(NS(=O)(=O)c3ccc(F)cc3)ccc2O[C@@H]1CN(C)S(=O)(=O)c1ccc(F)cc1 | 10
50 | Cc1ccc(S(=O)(=O)Nc2ccc3c(c2)C(=O)N([C@@H](C)CO)C[C@H](C)[C@@H](CN(C)Cc2ccc(Oc4ccccc4)cc2)O3)cc1 | 11
51 | C[C@@H]1CN([C@H](C)CO)C(=O)c2cc(NS(=O)(=O)c3cn(C)cn3)ccc2O[C@@H](C)CCCCO[C@H]1CN(C)S(=O)(=O)c1ccccc1 | -6
52 | Cc1ccc(S(=O)(=O)Nc2ccc3c(c2)C(=O)N([C@@H](C)CO)C[C@@H](C)[C@@H](CN(C)S(=O)(=O)c2cn(C)cn2)OCCCC[C@@H](C)O3)cc1 | -8
53 | C[C@H](CO)N1C[C@H](C)[C@@H](CN(C)Cc2ccc(C(F)(F)F)cc2)Oc2ccc(NC(=O)Cc3cn(C)c4ccccc34)cc2CC1=O | -5
54 | C[C@@H]1CN([C@@H](C)CO)C(=O)Cc2cc(NC(=O)CCN3CCOCC3)ccc2O[C@H]1CN(C)CC1CCCCC1 | -2
55 | C[C@@H]1CN([C@H](C)CO)S(=O)(=O)c2ccc(C#Cc3ccccn3)cc2O[C@@H]1CN(C)C(=O)C1CC1 | 6
56 | C[C@@H]1CN([C@H](C)CO)C(=O)Cc2cc(NS(=O)(=O)c3ccc(F)cc3)ccc2O[C@@H]1CN(C)S(=O)(=O)c1ccccc1 | 0
57 | C[C@@H]1CN([C@H](C)CO)C(=O)c2cc(NC(=O)Nc3cccc4ccccc34)ccc2O[C@@H]1CN(C)C | 12
58 | C[C@H](CO)N1C[C@H](C)[C@H](CN(C)Cc2ccc(-c3ccccc3)cc2)Oc2c(NS(=O)(=O)c3cn(C)cn3)cccc2C1=O | 0
59 | COCC(=O)N(C)C[C@H]1Oc2ncc(C#Cc3ccc(OC)cc3)cc2C(=O)N([C@@H](C)CO)C[C@@H]1C | 1
60 | Cc1ccc(S(=O)(=O)N(C)C[C@@H]2Oc3ncc(-c4ccccc4)cc3C(=O)N([C@H](C)CO)C[C@@H]2C)cc1 | -2&-2

Reprinted: compounds 52 to 57
item | structure | NSD2 inh
52 | Cc1ccc(S(=O)(=O)Nc2ccc3c(c2)C(=O)N([C@@H](C)CO)C[C@@H](C)[C@@H](CN(C)S(=O)(=O)c2cn(C)cn2)OCCCC[C@@H](C)O3)cc1 | -8
53 | C[C@H](CO)N1C[C@H](C)[C@@H](CN(C)Cc2ccc(C(F)(F)F)cc2)Oc2ccc(NC(=O)Cc3cn(C)c4ccccc34)cc2CC1=O | -5
54 | C[C@@H]1CN([C@@H](C)CO)C(=O)Cc2cc(NC(=O)CCN3CCOCC3)ccc2O[C@H]1CN(C)CC1CCCCC1 | -2
55 | C[C@@H]1CN([C@H](C)CO)S(=O)(=O)c2ccc(C#Cc3ccccn3)cc2O[C@@H]1CN(C)C(=O)C1CC1 | 6
56 | C[C@@H]1CN([C@H](C)CO)C(=O)Cc2cc(NS(=O)(=O)c3ccc(F)cc3)ccc2O[C@@H]1CN(C)S(=O)(=O)c1ccccc1 | 0
57 | C[C@@H]1CN([C@H](C)CO)C(=O)c2cc(NC(=O)Nc3cccc4ccccc34)ccc2O[C@@H]1CN(C)C | 12

The list goes on.
item | structure | NSD2 inh
61 | C/C=C/c1ccc2c(c1)O[C@@H](CN(C)C(=O)C1CCOCC1)[C@H](C)CN([C@@H](C)CO)S2(=O)=O | -3
62 | C[C@H]1CN([C@@H](C)CO)C(=O)c2ccccc2-c2ccccc2CO[C@H]1CN(C)Cc1ccc2c(c1)OCCN2C | 1
63 | Cc1ccc(S(=O)(=O)Nc2ccc3c(c2)C(=O)N([C@H](C)CO)C[C@@H](C)[C@H](CN(C)C(=O)NC(C)C)O3)cc1 | 1
64 | CCC(=O)N(C)C[C@@H]1Oc2cc(-c3ccc(F)cc3)ccc2S(=O)(=O)N([C@H](C)CO)C[C@@H]1C | 0
65 | O=C(C1=C[C@@H](c2ccc3c(c2)OCO3)C[C@@H](OCc2ccc(CO)cc2)O1)N1CCN(Cc2ccc3c(c2)OCO3)CC1 | 21&9
66 | Cc1noc(C)c1NC(=O)N(C)C[C@@H]1OCCCC[C@@H](C)Oc2ccc(NC(=O)Nc3ccc(C(F)(F)F)cc3)cc2C(=O)N([C@@H](C)CO)C[C@H]1C | -5
67 | Cc1noc(C)c1S(=O)(=O)N(C)C[C@H]1OCCCC[C@@H](C)Oc2ccc(NC(=O)Nc3ccc4c(c3)OCO4)cc2C(=O)N([C@H](C)CO)C[C@@H]1C | 1
68 | C[C@@H]1CN([C@@H](C)CO)C(=O)c2cc(NS(=O)(=O)c3cccs3)ccc2O[C@H]1CN(C)C(=O)Nc1ccc(C(F)(F)F)cc1 | -5
69 | CCN(CC)c1ccc(CNc2ccc3c(c2)ncn3C(C)(C)C)cc1 | 3
70 | C[C@H](CO)N1C[C@H](C)[C@H](CN(C)CC2CCCCC2)Oc2ccc(NC(=O)CCN3CCOCC3)cc2C1=O | 2
71 | CC(C)NC(=O)N(C)C[C@@H]1OCCCC[C@H](C)Oc2ccc(NS(C)(=O)=O)cc2C(=O)N([C@H](C)CO)C[C@@H]1C | 5
72 | C[C@@H]1CN([C@H](C)CO)C(=O)c2cc(C#Cc3cccnc3)cnc2O[C@@H]1CN(C)C(=O)CC1CC1 | 2
73 | CC(C)NC(=O)Nc1ccc2c(c1)C(=O)N([C@H](C)CO)C[C@H](C)[C@H](CN(C)S(=O)(=O)c1cn(C)cn1)OCCCC[C@@H](C)O2 | 1
74 | Cc1noc(C)c1S(=O)(=O)Nc1ccc2c(c1)C(=O)N([C@H](C)CO)C[C@@H](C)[C@@H](CN(C)Cc1ccc(Oc3ccccc3)cc1)O2 | -10

Screens deposited in PubChem by Broad Institute.
